Screening results as filed in PubChem BioAssay.
AmpC inh detg: qHTS Inhibitors of AmpC Beta-Lactamase (assay with detergent); P00811; AmpC hydrolysis of nitrocefin, absorbance 480 nm, 0.01% Triton; Potency, µM (titrated, usually from 114 µM), without a hit: top-dose activity change, negative = inhibition, most hits filed as inhibitors; 0.041% of 370,000 active; AID 485294, 2010;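 note: potency is the fitted concentration of half-maximal effect; 0% = no-compound wells and -100% = no-enzyme wells; nearly all actives have a fitted effect of over 25% in size; some results filed as inactive show a strong effect at the top dose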
Target sequence (P00811 whole entry, looked up): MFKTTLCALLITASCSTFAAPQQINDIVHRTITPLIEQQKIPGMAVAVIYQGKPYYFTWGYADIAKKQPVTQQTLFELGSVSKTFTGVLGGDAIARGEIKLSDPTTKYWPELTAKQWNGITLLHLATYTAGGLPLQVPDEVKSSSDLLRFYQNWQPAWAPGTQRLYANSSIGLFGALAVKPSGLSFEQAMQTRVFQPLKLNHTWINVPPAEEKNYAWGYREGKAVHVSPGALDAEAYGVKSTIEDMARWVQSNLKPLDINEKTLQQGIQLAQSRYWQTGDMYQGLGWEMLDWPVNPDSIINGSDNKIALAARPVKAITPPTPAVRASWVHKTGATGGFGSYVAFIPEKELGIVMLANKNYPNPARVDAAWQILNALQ
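20 mM phosphate pH 7.0 + 0.01% (detergent screen) or 0.0001% Triton X-100; 5.3 nM AmpC reagent; cpd preinc 15 min RT; nitrocefin (800 uM stock) to start; A480 q20 s × 4 min; Activity was normalised to no-enzyme and no-compound control wells.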
FBPA Giardia inh: qHTS Assay for Inhibitors of Fructose-1,6-bisphosphate Aldolase from Giardia Lamblia. Potency, µM (titrated, usually from 59.6 µM), for the others: top-dose activity, negative = inhibition, usual class: inhibitors. 0.71% of 290,000 active. purified Giardia FBPA; note: potency is the fitted concentration of half-maximal effect; % is set by controls: 0 for no effect and ±100 for the full control effect; nearly all actives have a fitted effect of over 55% in size
Target sequence (A8B2U2 whole entry, looked up): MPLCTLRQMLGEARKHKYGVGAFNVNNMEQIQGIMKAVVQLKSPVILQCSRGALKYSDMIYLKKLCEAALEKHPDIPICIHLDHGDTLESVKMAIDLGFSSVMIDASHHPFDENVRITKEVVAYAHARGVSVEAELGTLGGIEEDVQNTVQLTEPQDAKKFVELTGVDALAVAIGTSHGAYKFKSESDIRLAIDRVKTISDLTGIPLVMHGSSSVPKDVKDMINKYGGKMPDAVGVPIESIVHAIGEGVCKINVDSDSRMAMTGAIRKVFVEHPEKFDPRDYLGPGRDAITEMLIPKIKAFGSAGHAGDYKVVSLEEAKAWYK
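40 nM FBPA preincubated 10 min at RT with compound (up to 57.5 uM final), then substrate plus GAPDH/TPI/NAD/arsenate coupling and diaphorase/resazurin added. Fluorescence read after 20 min at RT, 525/598 nm.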
HCMV antiviral: qHTS Assay for inhibitors of the human cytomegalovirus (HCMV) | HFF cells, HCMV-luciferase reporter, 72 h; hits give low values | activity change, negative = inhibition, % at 57.5 µM | 4.5% of 410,000 active; in the data active = activity change below about -60%; inconclusive = no clear call, values can overlap the other calls; inactive = above about -39%; note: % is set by controls: 0 for no effect and ±100 for the full control effect
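Inhibition of viral replication was scored as loss of reporter luminescence in HFFs infected with HCMV-luciferase (MOI 1 PFU/cell) for 72 h; compounds tested at 2 doses, normalized to buffer and Salinomycin controls.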
Shiga inhibitor: A qHTS for Small Molecule Inhibitors of Shiga Toxin; Vero cells, Shiga toxin protein synthesis inhibition reporter; AID 2315, 2010; 9.2% of 290,000 active; inhibition, % at 38.7 µM; in the data active = inhibition mostly above about 28%, no sharp cut-off; inactive = mostly below about 43%; note: 0% is about no effect
Cycloheximide cs: Cycloheximide Counterscreen for Small Molecule Inhibitors of Shiga Toxin; AID 2314, 2010; 12% of 300,000 active; cell reporter, cycloheximide protein synthesis inhibition counterscreen; max response, %; in the data active = max response mostly above about 13%, no sharp cut-off; inactive = mostly below about 14%; note: read at 38.3 µM for the half of the compounds with a filed dose; 0% is about no effect
AMA1-RON2 inh: qHTS for Inhibitors of AMA1-RON; Towards Development of Antimalarial Drug Lead: Primary Screen. Plasmodium falciparum AMA1 (3D7) - RON2 peptide interaction. AlphaScreen AMA1-biotinylated RON2 peptide binding. Potency, µM (highest dose often 58.2 µM), without a hit: top-dose activity change, negative = inhibition, hits mostly inhibitors. 0.2% of 360,000 active. AID 720542, 2013;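 note: potency is the fitted concentration of half-maximal effect; 0% = vehicle wells and -100% = peptide control; nearly all actives have a fitted effect of over 45% in size; some results filed as inactive show a strong effect at the top dose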
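AMA1 (3D7) with his tag at 25 nM final met compounds first, then biotinylated RON2 peptide at 25 nM; detection used donor plus acceptor beads, 10 µg/mL apiece, read by AlphaScreen after 30 min at room temperature.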
AmpC no deterg: qHTS Inhibitors of AmpC Beta-Lactamase (assay without detergent) | Potency, µM (highest dose often 57.1 µM), inactives show at the highest dose activity change, negative = inhibition, hits mostly inhibitors | 0.52% of 330,000 active | AmpC nitrocefin hydrolysis, absorbance 480 nm, 0.0001% Triton | AID 485341, 2010 | P00811;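 note: potency is the fitted concentration of half-maximal effect; plate controls were no compound for no effect and no enzyme for full effect; nearly all actives have a fitted effect of over 20% in size; some results filed as inactive show a strong effect at the top dose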
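AmpC (5.3 nM in the dispensed reagent) in 20 mM phosphate pH 7.0 with 0.01% (detergent screen) or 0.0001% Triton X-100 was preincubated with compounds for 15 min at room temperature. Nitrocefin was then added from an 800 uM solution, and hydrolysis was followed at 480 nm.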
* marks the source's active call; other numbers are inactive results; ? = inconclusive; . = not tested or not shown; & = joins results of further samples; [ ] = dose if it differs, or a comment. Unless noted, calls come from the whole dose curve; as a rule, active = well fitted curve in the direction sought with a large enough effect; inconclusive = small, poorly fitted or top-dose-only effect, or another doubt; inactive = no such curve, though single readings can be large; an effect the other way counts as inactive or inconclusive.

| Structure | AmpC inh detg | FBPA Giardia inh | HCMV antiviral | Shiga inhibitor | Cycloheximide cs | AMA1-RON2 inh | AmpC no deterg |
| --- | --- | --- | --- | --- | --- | --- | --- |
| Cc1c(-c2csc(N)n2)cnn1C | 3% | -10% | 2 | -4 | 9 | 6% | -1% |
| CC(=O)NCC1CCCN(Cc2cn(-c3ccccc3)nc2-c2ccc3c(c2)OCO3)C1 (stereo unspecified) | 2% | 3% | -28 | 11 | -3 | -18% | 60% |
| C=CC[C@@H](CC(=O)N[C@H](CO)Cc1ccccc1)C(=O)NC[C@H](OC(=O)[C@@H](CC=C)Cc1ccc(F)cc1)c1ccccc1 | . | . | -32 | . | . | 20% | 44% |
| CCCc1ccc(C(=O)CN2C(=O)C(=O)N(C3CCCC3)C2=O)cc1 | -2% | . | 6 | . | . | -10% | -10% |
| O=C(NO)c1ccc(OC(F)F)cc1 | 5% | -1% | 108 | -13 | -3 | -7% | -3% |
| COc1cc(OC)c(C2N(c3cc(C)on3)C(=O)C3CCCN32)cc1OC (stereo unspecified) | 1% | -4% | -36 | -26 | -2 | 6% | -18% |
| Cc1ccc2occ(/C=N/NC(=O)c3ccncc3)c(=O)c2c1 | -7% | 8% | -31 | -11 | -4 | 126%[activator] | -11% |
| Cc1ccc(CNC(=O)N2CCN(C)CC2)cc1 | -2% | 16% | -16 | 7 | 3 | 7% | -29% |
| NC(=O)c1ccsc1NC(=O)COC(=O)Cc1ccccc1Cl | -2% | . | 0 | . | . | -7% | -36% |
| Cc1ccc(NC(=O)c2ccc(-n3cncn3)c([N+](=O)[O-])c2)cc1 | -8% | -9% | 9 | -4 | 9 | 9% | -11% |
| CCCCNC(=O)c1cc2c(-c3ccc(Cl)cc3)nn(C)c2s1 | ? | 3% | 97 | -8 | -6 | 0% | -13% |
| CC(=O)Nc1c(-c2ccccc2Cl)c(=O)c2ccccc2n1C | 4% | 13% | 62 | 11 | 4 | -9% | -7% |
| CCOc1ccc(N2C(=O)CC(NCCc3c[nH]c4ccccc34)C2=O)cc1 (stereo unspecified) | -8% | -7% | -13 | 2 | 10 | 0% | -1%[2.29 µM] |
| COc1ccc(NC(=O)CSc2nc(N)cc(=O)[nH]2)cc1S(=O)(=O)N1CCCCC1 | -5% | . | -16 | . | . | 0% | -3% |
| S=c1[nH]nc(-c2cc(-c3ccccc3)n[nH]2)n1/N=C/C(Br)=C/c1ccccc1 | 1% | 1% | -100* | 63* | 28* | 77%[activator] | -35% |
| Cc1ccc(C(=O)C(C)OC(=O)CNC(=O)c2ccc(Br)o2)cc1 (stereo unspecified) | ? | . | -23 | . | . | -3% | -11% |
| Cc1ccc(OCC(=O)OC2CCS(=O)(=O)C2)cc1 (stereo unspecified) | -1% | 21% | 38 | -5 | -2 | 37%[activator] | -22% |
| CCCCC(=O)NNC(=O)CC(=O)Nc1ccccc1C(=O)O | 7% | -8% | 120 | -9 | 3 | 96%[activator] | -13% |
| Cc1ccc(S(=O)(=O)N/N=C/c2cccs2)cc1 | 7% | 1% | 15 | 13 | -4 | -1% | -40% |
| Cc1onc(-c2ccccc2)c1C(=O)N1CCN(Cc2ccccc2)CC1 | -2% | . | 10 | -31 | -3 | 1% | 99%[activator] |

Sorted by SMILES length (low to high): some entries from above
| Structure | AmpC inh detg | FBPA Giardia inh | HCMV antiviral | Shiga inhibitor | Cycloheximide cs | AMA1-RON2 inh | AmpC no deterg |
| --- | --- | --- | --- | --- | --- | --- | --- |
| NC(=O)c1ccsc1NC(=O)COC(=O)Cc1ccccc1Cl | -2% | . | 0 | . | . | -7% | -36% |
| Cc1ccc2occ(/C=N/NC(=O)c3ccncc3)c(=O)c2c1 | -7% | 8% | -31 | -11 | -4 | 126%[activator] | -11% |
| Cc1onc(-c2ccccc2)c1C(=O)N1CCN(Cc2ccccc2)CC1 | -2% | . | 10 | -31 | -3 | 1% | 99%[activator] |
| CC(=O)NCC1CCCN(Cc2cn(-c3ccccc3)nc2-c2ccc3c(c2)OCO3)C1 (stereo unspecified) | 2% | 3% | -28 | 11 | -3 | -18% | 60% |

(next part)
| Structure | AmpC inh detg | FBPA Giardia inh | HCMV antiviral | Shiga inhibitor | Cycloheximide cs | AMA1-RON2 inh | AmpC no deterg |
| --- | --- | --- | --- | --- | --- | --- | --- |
| O=C(CCl)c1ccc2c(c1)CCN2C(=O)C1CCCCC1 | -2% | -9% | 33 | -4 | 13 | -4% | -27% |
| CCN(CC)S(=O)(=O)c1ccc2c(c1)c(C(=O)O)cn2C | 6% | -9% | 5 | -24 | -2 | 0% | -21% |
| CCN(CC)c1ccc(/C=C2\C(=O)NC(=O)N(CC3CCCO3)C2=O)cc1 (stereo unspecified) | 3% | -7% | 26 | 0 | 5 | -4% | -49% |
| CN(C)CCCNC(=O)CC(c1ccccc1)c1ccccc1O (stereo unspecified) | -4% | -3% | -16 | -6 | -4 | -7% | . |
| CCN(CC)CCNCC(=O)Nc1ccc(Oc2ccccc2)cc1 | 5% | ? | -1 | 3 | -3 | 5% | 21% |
| O=S(=O)(c1ccc(SCc2ccccc2)nc1)N1CCCC1 | ? | . | -40 | . | . | 36%[activator] | -9% |
| CCOC(=O)Nc1nnc(-c2ccc(OC)cc2)s1 | 1% | 3% | 25 | 38 | 24* | 1% | -12% |
| CCC1=C(C(=O)OC)C(c2cc(OC)ccc2OC)C(C#N)=C(N)O1 (stereo unspecified) | 6% | -26% | -12 | 10 | 2 | -3% | -13% |
| Cc1nn(-c2ccccn2)c2c1-c1nc(N)ncc1CC2 | -13% | 16µM* | 4 | 49* | 36* | 27% | -20% |
| COc1ccc(-n2c(=S)[nH]c3c(oc4ccccc43)c2=O)cc1 | ? | 8% | -21 | 14 | 12 | 60%[activator] | -26% |
| O=C(Nc1cn(-c2ccccc2)nc1-c1cccs1)c1ccco1 | -11% | 0% | -6 | 92* | 18* | -3% | -27% |
| O=C(Cc1ccccc1)NC1(Cc2ccc(O)cc2)CCCCC1 | -5% | 1% | -18 | -6 | -4 | 16% | -31% |
| O=c1cc(-c2ccc(O)c(O)c2)oc2cc(O)c([C@@H]3O[C@H](CO)[C@@H](O)[C@H](O)[C@H]3O)c(O)c12 | . | ? | 4 | 8 | 5 | 11% | -6% |
| CSc1nc2c(cnn2-c2ccc(C)c(C)c2)c(=O)[nH]1 | ? | 0% | -10 | -6 | -8 | -1% | -20% |
| c1ccc2c(c1)[nH]c1c(NCC3CCCO3)ncnc12 (stereo unspecified) | ? | -6% | -9 | -5 | -4 | 1% | -29% |
| Cc1cc(C)cc(N(CC(=O)Nc2ccc(Br)cc2)S(=O)(=O)c2c(C)[nH]c(=O)[nH]c2=O)c1 | -5% | . | 0 | -11 | -14 | -2% | -32% |
| CSc1ccc(S(=O)(=O)N2CCC(C(=O)N3CCOCC3)CC2)cc1 | 3% | 8% | -18 | -7 | -3 | -1% | 38% |
| Cc1nn(C2CCS(=O)(=O)C2)c(C)c1CN(C)C(=O)c1cccc(Cl)c1 (stereo unspecified) | -4% | . | -5 | . | . | 0% | -9% |
| COC(=O)NCc1ccc(Cl)c(Cl)c1 | -9% | 0% | 51 | -5 | -3 | -4% | -11% |
| O=C(COc1ccccc1F)NC1CCN(Cc2ccccc2)CC1 | 0% | 6% | 3 | -12 | -6 | -4% | -8% |

Later entries
Every second line gives: AmpC inh detg	FBPA Giardia inh	HCMV antiviral	Shiga inhibitor	Cycloheximide cs	AMA1-RON2 inh	AmpC no deterg
- COc1ccc(NC(=O)c2ccccc2NS(C)(=O)=O)cc1OC
  ?	-11%	-11	-5	-1	-15%	-16%
- CN(C)C1(CNC(=O)c2ccc(Cl)c(S(=O)(=O)NCc3ccco3)c2)CCCCC1
  7%	2%	38	38	23*	-2%	1%
- CCC1c2ccc(C)n2CCN1C(=O)Nc1ccc(F)cc1 (stereo unspecified)
  ?	?	-6	21	12	-9%	-6%
- CCOC(=O)c1ccc(NC(=O)c2nc[nH]c2C(=O)NCCCCCNC(=O)OC(C)(C)C)cc1
  -2%	0%	52	22	-2	93%[activator]	-23%
- O=C(Cn1c(=O)cnc2ccccc21)N1CCN(S(=O)(=O)c2ccccc2Br)CC1
  -3%	.	3	.	.	-10%	16%
- CCOc1cc2[nH]c(=S)n(CCc3ccc(OC)c(OC)c3)c(=O)c2cc1OCC
  1%	2%	?	25	-1	20%	-2%
- CCN(CC)c1ccc(NC(=O)COC(=O)Cc2ccsc2)cc1
  -17%	.	-12	.	.	?	-17%
- CCOC(=O)CSc1nnc(Cn2nnc(-c3ccccc3)n2)n1C
  ?	2%	-18	-2	-2	-6%	-11%
- COc1ccc(C(NC(=O)C2CCCCC2)c2c(O)ccc3ccccc23)cc1 (stereo unspecified)
  -1%	-8%	-27	-16	1	?	-32%
- Nc1ccc2nc(-c3ccccn3)[nH]c2c1
  -2%	-17%	63	53*	29*	?	-6%
- CC(=O)c1cc(-c2ccccc2)n(CC(=O)Nc2ccc(C)c(C)c2)c1C
  2%&0%	1%	0&12	4	-3	1%[11.6 µM]	11µM*
- Cc1cccc(CNS(=O)(=O)c2ccc(-c3ccc(=O)[nH]n3)s2)c1
  0%	.	12	-4	7	-1%	-34%
- COc1cc2cc(CN(CCO)S(=O)(=O)c3ccccc3Cl)c(=O)[nH]c2cc1OC
  -17%	-5%	18	-21	-10	8%	5%
- O=C(CCC1CCCN(C(=O)c2ccc3cc[nH]c3c2)C1)NCc1ccc(F)c(F)c1 (stereo unspecified)
  5%	3%	43	30*	29*	3%	84%[activator]
- Cc1onc(-c2ccccc2)c1C(=O)NC(=S)NNC(=O)c1cccnc1
  -6%	?	4	10	-5	68%[activator]	-18%
- CCCCC(=O)Nc1nnc(S(=O)(=O)N2CCCc3ccccc32)s1
  ?	?	-36	-1	8	-9%	-41%
- CCOC(=O)C1CCCCN1Cc1cc(OC)ccc1OC (stereo unspecified)
  ?	-21%	-15	18	0	-13%	-2%
- CCc1cccc2c(C(=O)COC(=O)c3cccc(S(=O)(=O)N(C)C4CCCCC4)c3)c[nH]c12
  -6%	-4%	3	-3	-2	8%	-23%

Profiles, quoted from the list. Order of values: AmpC inh detg, FBPA Giardia inh, HCMV antiviral, Shiga inhibitor, Cycloheximide cs, AMA1-RON2 inh, AmpC no deterg
`CCN(CC)c1ccc(NC(=O)COC(=O)Cc2ccsc2)cc1` is listed with -17%, ., -12, ., ., ?, -17%
`CCOC(=O)C1CCCCN1Cc1cc(OC)ccc1OC` (stereo unspecified) is listed with ?, -21%, -15, 18, 0, -13%, -2%
`Nc1ccc2nc(-c3ccccn3)[nH]c2c1` is listed with -2%, -17%, 63, 53*, 29*, ?, -6%
